Wee1 degr inh: blocks degradation of human Wee1 kinase. P30291. HeLa Luc-Wee1K328M stability, luciferase luminescence; 100% = proteasome inhibitor MG132 effect. reporter increase, % at 5 µM. hit rate 1.2% among 220,000;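 active = activation above the mean of all tested compounds plus 3 SD, set per screening run, cut at about 8.8% in these data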;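 also: cells exposed to compound for 20 h before luminescence read; 0% = DMSO alone and 100% = MG132 at 30 µM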
hK5 inh: kallikrein 5 (human) inhibition. Q9Y337. recombinant hK5, fluorogenic AMC substrate cleavage. inhibition, % at 5 µM. hit rate 0.59% among 210,000;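 active = inhibition of 40% or more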;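 also: 0% = enzyme controls without compound and 100% = no-enzyme blanks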
Target sequence (Q9Y337 67-293 limits assumed): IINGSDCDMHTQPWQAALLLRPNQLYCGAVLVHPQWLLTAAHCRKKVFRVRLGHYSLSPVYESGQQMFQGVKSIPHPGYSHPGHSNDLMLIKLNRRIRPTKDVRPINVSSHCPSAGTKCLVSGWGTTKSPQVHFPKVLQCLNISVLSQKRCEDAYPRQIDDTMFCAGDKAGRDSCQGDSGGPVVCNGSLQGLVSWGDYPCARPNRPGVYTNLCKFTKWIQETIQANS
Furin inh: blocks human furin protease activity | inhibition, % at 30 µM | P09958 | hit rate 0.061% among 220,000 | AID 463115 | purified furin, fluorogenic substrate cleavage; in the data active = inhibition above about 25%; also: inactives centre near -15
Target sequence (P09958 108-714 limits assumed): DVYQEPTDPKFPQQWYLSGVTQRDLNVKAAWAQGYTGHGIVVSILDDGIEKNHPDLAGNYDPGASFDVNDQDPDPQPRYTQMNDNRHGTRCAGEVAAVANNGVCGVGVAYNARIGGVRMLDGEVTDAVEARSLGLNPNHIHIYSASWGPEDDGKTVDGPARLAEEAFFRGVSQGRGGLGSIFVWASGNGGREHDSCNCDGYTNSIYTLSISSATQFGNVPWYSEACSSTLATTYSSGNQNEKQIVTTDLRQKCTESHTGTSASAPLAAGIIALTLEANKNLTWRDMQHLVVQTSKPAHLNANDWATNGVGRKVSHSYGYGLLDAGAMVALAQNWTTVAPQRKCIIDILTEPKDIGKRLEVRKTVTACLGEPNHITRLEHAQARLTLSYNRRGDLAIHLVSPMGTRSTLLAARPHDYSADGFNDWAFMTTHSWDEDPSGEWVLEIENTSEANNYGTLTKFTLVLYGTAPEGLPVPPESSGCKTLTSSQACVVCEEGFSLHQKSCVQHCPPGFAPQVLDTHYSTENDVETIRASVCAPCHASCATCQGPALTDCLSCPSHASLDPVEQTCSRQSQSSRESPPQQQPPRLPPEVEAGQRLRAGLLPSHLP
p97 inhibitor: human p97 ATPase inhibition; hit rate 0.42% among 220,000; P55072; AID 1481; recombinant p97 ATPase, Kinase-Glo ATP luminescence, 3 h; inhibition, % at 8 µM; in the data active = inhibition above about 15%;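 also: 0% = DMSO vehicle and 100% = wells lacking enzyme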
FXIIa inh 1536: factor XIIa (human) inhibition. P00748. purified FXIIa, Boc-QGR-AMC fluorogenic substrate, 2 h. inhibition, % at 5 µM. hit rate 0.3% among 220,000. AID 800; in the data active = inhibition above about 40%;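 also: 0% = enzyme with no compound and 100% = blank without enzyme; many of its hits are not listed in these tables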
PERK inh: blocks human PERK kinase; Q9NZJ5; CHO PERK-DD fusion, SEAP luminescence translation reporter; inhibition, % at 5.6 µM; hit rate 0.17% among 220,000; AID 1416;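 active = inhibition above the mean inhibition of all tested compounds plus 3 SD, set separately per screening campaign, cut at about 2.9% in these data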;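 also: PERK kinase domain activated by AP20187 dimerizer at 100 nM; 0% = DMSO with dimerizer and 100% = rapamycin at 8.4 µM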
FXIa inh: blocks human coagulation factor XIa protease activity; P03951; purified FXIa, Boc-Glu-Ala-Arg-AMC fluorogenic substrate; inhibition, % at 5 µM; hit rate 0.14% among 220,000; AID 798;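 active = inhibition of at least 40%; inactive = inhibition below 40%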;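 also: fluorescence of freed AMC excited at 355 nm; 0% = enzyme without compound and 100% = no enzyme blank; many of its hits are not listed in these tables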
KCC2 mod: modulators of human KCC2 chloride dependent transport; Q9H2X9; KCC2 cells, thallium flux FluoZin-2 fluorescence; B-score of Tl+ flux slope (higher = more flux/activation; lower = inhibition) at 10 µM; hit rate 2.2% among 190,000; AID 1456;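 active = thallium flux slope and its plate-corrected score both differing from the plate sample mean at a set confidence after two filtering rounds, in either direction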;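 also: slope of fluorescence scaled to starting intensity during 10 to 20 s after thallium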
thrombin 1536: inhibitors of human thrombin | alpha-thrombin, Boc-VPR-AMC fluorogenic substrate cleavage | P00734 | inhibition, % at 5 µM | hit rate 0.26% among 220,000 | AID 1046;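 active = inhibition at or above 40%; inactive = inhibition below 40%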;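 also: 0% = enzyme with no compound and 100% = wells without enzyme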
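Material: Human alpha-thrombin protein | Buffer or medium: pH 7.5 Tris-saline with Tween 20 | Reagent: Boc-VPR-AMC substrate, 15 µM final | Schedule: Reaction at ambient temperature | Detection: AMC fluorescence at 355 nm excitation and 460 nm emission | Evaluation: Percent inhibition scaled between no-compound controls and no-enzyme blanks | Controls: no-compound enzyme wells and no-enzyme blanks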
An asterisk follows results filed as active; nt = no result given; [ ] = another dose, or the depositor's remark.

Letters – A = Wee1 degr inh; B = hK5 inh; C = Furin inh; D = p97 inhibitor; E = FXIIa inh 1536; F = PERK inh; G = FXIa inh; H = KCC2 mod; I = thrombin 1536
Cc1ccc(-n2nnc3c(=O)n(CC(=O)OCc4ccccc4)cnc32)cc1
  A = -1	B = -7	C = -4	D = -7	E = 7	F = 1.5	G = -2	H = -1.2	I = -6
Cc1nc(SCC(=O)Nc2ccc(OCc3ccccc3)cc2)n[nH]1
  A = 2	B = nt	C = -30	D = 1	E = 7	F = 0.7	G = 0	H = -1.1	I = 0
O=C(CNS(=O)(=O)c1cccs1)N1CCCC1
  A = -3	B = 9	C = -7	D = 8	E = -6	F = 0.7	G = -5	H = 0.87	I = -3
CC(C)(C(=O)c1ccccc1)/[N+]([O-])=C/c1ccc(Br)cc1
  A = 4	B = nt	C = -21[20 µM]	D = 0	E = nt	F = 0.8	G = nt	H = 0.21	I = nt
COC(=O)CSc1[nH]c2ccc(F)cc2c1[N+](=O)[O-]
  A = 5	B = 4	C = -13	D = 7	E = 10	F = 1.1	G = 3	H = -0.24	I = 2
CCn1cnc2scc(-c3ccc(C)c(C)c3)c2c1=O
  A = 3	B = 6	C = -23	D = 1	E = 13	F = -0.1	G = 0	H = -0.98	I = -2
Cc1cccc(/C=N/NC(=O)c2cc(-c3cccnc3)nc3ccccc23)c1
  A = 6	B = 0	C = -4	D = 2	E = nt	F = -0.8	G = -1	H = -1.5	I = -8
CC(C)CC(=O)NN1CCCCC1
  A = 0	B = 6	C = -15[20 µM]	D = 1	E = 14	F = 0.1	G = 3	H = 1	I = 2
Cc1ccc(C(=O)OCCN2CCN(c3ncc(C(F)(F)F)cc3Cl)CC2)cc1
  A = 4	B = -1	C = -14[20 µM]	D = 0	E = 14	F = 2.4	G = -1	H = nt	I = -1
CC(C)OC(=O)c1cc2c(ccn2-c2ccc(F)cc2)n1CC(=O)N1CCN(C(=O)c2ccco2)CC1
  A = -2	B = 4	C = -13	D = 6	E = 7	F = 1.4	G = 2	H = nt	I = 2
Cn1c(=O)c2c(ncn2CC(=O)N/N=C/c2cn[nH]c2-c2ccc(F)cc2)n(C)c1=O
  A = -1	B = -3	C = -30	D = 5	E = -1	F = 0.5	G = 1	H = -0.32	I = -2
O=C(/C=C/c1ccc(Cl)cc1Cl)c1cccnc1
  A = 4	B = 0	C = -14[20 µM]	D = -6	E = 20	F = -0.1	G = 18	H = -0.033	I = -4
COc1ccc(C(c2nnnn2CS(=O)(=O)c2ccc(C)cc2)N2CCN(Cc3ccccc3)CC2)cc1 (stereo unspecified)
  A = -3	B = nt	C = -15[20 µM]	D = -5	E = nt	F = -1.4	G = nt	H = -1.5	I = nt
CCO[C@H]1OC(C(=O)N2CCN(C)CC2)=C[C@@H](C)[C@@H]1CCCO
  A = -1	B = 2	C = -9	D = 5	E = 7	F = -0.6	G = -4	H = 0.76	I = -2
COC(=O)c1scc2c(=O)cc(C(F)(F)F)[nH]c12
  A = -1	B = -9	C = -7	D = -5	E = 0	F = -0.2	G = 4	H = 0.7	I = -3
COc1ccccc1C1=NN(C2=NN=C(N)Cc3ncnn32)C(O)(C(F)(F)F)C1 (stereo unspecified)
  A = 0	B = -11	C = -5	D = -2	E = 9	F = -0.1	G = -5	H = -0.049	I = -8
CC1(C)CC(=O)C(C=NCCN2CCN(C(=O)CC3CCCC3)CC2)=C(O)C1
  A = -1	B = -37	C = -16	D = 4	E = 0	F = 0.9	G = -23	H = nt	I = -6
Cc1ccc(/C=C/C(=O)Nc2nc3ccccc3[nH]2)cc1
  A = -2	B = -5	C = 0	D = 6	E = 5	F = 1.1	G = -3	H = -0.11	I = -8
O=C(c1nnc(Cc2ccc(Cl)cc2)o1)N1CCc2ccccc2C1
  A = 5	B = -6	C = -5	D = 2	E = 5	F = 0.1	G = -1	H = -2.5	I = -1
Cc1ccc(S(=O)(=O)N2CCC(=O)N(C(COCc3cccc(C)c3)C(C)C)CC2)cc1 (stereo unspecified)
  A = 6	B = -11	C = -12	D = 2	E = 8	F = -0.6	G = -3	H = -0.93	I = -1
Nc1c(C(=O)c2ccc(Cl)cc2)oc2ccccc12
  A = 0	B = -1	C = -5	D = -4	E = 2	F = 0.3	G = 0	H = 1.4	I = -3
CN(C)CCOC(=O)c1sc2ccccc2c1Cl
  A = 5	B = 10	C = -14	D = -1	E = 5	F = 1.1	G = -4	H = -0.47	I = -5
CCOc1ccc(NC(=O)CCSc2nc3c(c(CC)c2C#N)C(=O)CC(C)(C)C3)cc1
  A = -3	B = 2	C = -20[20 µM]	D = -2	E = 14	F = -0.1	G = 0	H = -1.6	I = -2
O=C(CN1C(=O)S/C(=C/c2ccc(N3CCOCC3)cc2)C1=O)N1CCOCC1
  A = 1	B = -7	C = 10	D = -1	E = 3	F = -0.6	G = -5	H = 0.99	I = -4
CCn1c(SCC(=O)NC(=O)NCc2ccco2)nc2sc(C)c(C)c2c1=O
  A = 9.8*	B = 15	C = -11[20 µM]	D = 0	E = 11	F = -1.6	G = -3	H = 16*	I = 0

New compounds follow:
Letters – A = Wee1 degr inh; B = hK5 inh; C = Furin inh; D = p97 inhibitor; E = FXIIa inh 1536; F = PERK inh; G = FXIa inh; H = KCC2 mod; I = thrombin 1536
Cc1nn(-c2ccccc2Cl)c(Cl)c1/C=N/Nc1nc2ccccc2s1
  A = -1	B = -16	C = 10	D = -1	E = 10	F = 0.5	G = 2	H = 0.54	I = -10
CCOC(=O)CSc1nnc2n1C(C)(C)Cc1ccccc1-2
  A = -2	B = 0	C = -23[20 µM]	D = 4	E = 14	F = 0.7	G = 1	H = 0.055	I = -3
O=C(O)CCC(=O)N(Cc1ccco1)c1nc(-c2ccccc2)cs1
  A = -1	B = -17	C = -18	D = -5	E = 25	F = -0.2	G = 14	H = -3.6	I = 0
COc1ccccc1N1CCN(CC(=O)Nc2ccc(CN3CCCCC3)cc2)CC1
  A = -1	B = 3	C = -7	D = -3	E = 9	F = -1.2	G = -2	H = nt	I = -3
COc1ccccc1CC(=O)Nc1cc(Cl)ccc1O
  A = 0	B = 4	C = -16[20 µM]	D = -2	E = 10	F = 0.2	G = 2	H = -1.8	I = 2
COC(=O)C1CCN(C(=O)CN2C(=O)NC(CCc3ccccc3)C2=O)CC1 (stereo unspecified)
  A = -4	B = -14	C = -18[20 µM]	D = 2	E = -14	F = 0.6	G = -9	H = 0.47	I = -9
CSc1ccc(C#N)cc1NC(=O)c1cccnc1Cl
  A = -4	B = -18	C = -25	D = 2	E = -7	F = 1.2	G = -4	H = 0.57	I = 2
COc1ccc(C2CC(=O)Nc3sc(=N)c4c(N)c(C#N)c(N)nc4c32)cc1OC (stereo unspecified)
  A = 4	B = -4	C = -13[20 µM]	D = 6	E = 5	F = 0.6	G = -2	H = nt	I = -2
CC1CCCCN1C(=O)c1ccc(S(=O)(=O)N2CCCCC2C)cc1 (stereo unspecified)
  A = -3	B = -8	C = -13	D = -10	E = 15	F = -1.8	G = 4	H = nt	I = -11
O=C(COC(=O)Cn1[nH]c(=O)c2ccccc2c1=O)Nc1ccc2c(c1)OCO2
  A = -2	B = -21	C = -27	D = 6	E = 30	F = 1.3	G = 18	H = 0.0022	I = 1
COc1cc([N+](=O)[O-])ccc1NC(=O)CCCOc1cccc(C)c1C
  A = -2	B = 4	C = -2[20 µM]	D = -5	E = 9	F = 0.6	G = 10	H = nt	I = 5
CSc1c(-c2ccccc2)nc2ccc(Cl)cc2c1C(=O)O
  A = 2	B = 2	C = 2[20 µM]	D = -6	E = 10	F = -0.5	G = 3	H = nt	I = 2
CC(C)Cc1nc(Cl)c(C#N)c2c1CCC2
  A = -1	B = -7	C = -28	D = -5	E = 12	F = 0.4	G = 7	H = -0.78	I = -1
COc1cc(Cl)cc(/C=C/c2ccc3ccccc3n2)c1OC(C)=O
  A = 1	B = -7	C = -22	D = 5	E = 12	F = 1.6	G = 22	H = -1.5	I = 2
O=C(OCc1nc2ccccc2s1)c1cccc(S(=O)(=O)N2CCOCC2)c1
  A = -1	B = -18	C = -28	D = 1	E = 28	F = -0.5	G = 17	H = -5.1*	I = 2
CCOC(=O)/C=c1\s/c(=C\c2ccc(C#N)cc2)c(=O)n1CC(=O)NCc1ccco1
  A = 0	B = -7	C = -22	D = 1	E = 8	F = 0.2	G = 6	H = -0.94	I = 0
COc1ccc(CC2(CO)CCN(Cc3nc(C(C)C)cs3)CC2)cc1
  A = 3	B = -2	C = -21	D = 0	E = 7	F = -0.2	G = 3	H = 0.89	I = -5
C=CCOc1nc2c(c(=O)n(Cc3ccc(Cl)c(Cl)c3)c(=O)n2C)n1C
  A = -1	B = nt	C = -21[20 µM]	D = 1	E = nt	F = 0.5	G = nt	H = -0.23	I = nt
CCOC(=O)CN(C)S(=O)(=O)c1ccc(-c2cc(C(=O)OC)sc2C(F)(F)F)cc1
  A = -1	B = 75*	C = 2	D = -15	E = 38	F = 0.3	G = 33	H = -0.99	I = 10
Cc1cc(C(=O)CSc2nc3ccccc3c(=O)n2C)c(C)n1Cc1ccc2c(c1)OCO2
  A = 8	B = -11	C = -9	D = -5	E = 17	F = -0.7	G = 8	H = 0.035	I = 9
COc1ccccc1OCCCCNCCO
  A = 0	B = -2	C = -15[20 µM]	D = -1	E = 8	F = -0.1	G = -7	H = 0.43	I = -7
S=C(NCCc1ccc(Cl)cc1)NCc1ccco1
  A = 0	B = -6	C = -23	D = 1	E = 7	F = -0.4	G = -1	H = 1.6	I = 5
COc1cc2c3c(c1OC)C1(C=CC(=NNC(N)=O)C=C1)CC3N(C(C)=O)CC2 (stereo unspecified)
  A = -2	B = -14	C = -7	D = 4	E = 10	F = 1.0	G = 1	H = 0.18	I = -11
CCCCOc1cccc(C(=O)N(Cc2cccs2)C2CCS(=O)(=O)C2)c1 (stereo unspecified)
  A = -2	B = -22	C = -14	D = -4	E = 10	F = -0.9	G = 3	H = nt	I = 3
Cc1cc(C(=O)OCC(=O)Nc2ccc(F)c(F)c2)c(C)o1
  A = 1	B = -3	C = -16[20 µM]	D = -2	E = -8	F = 0.4	G = -2	H = -0.55	I = -6

Going on with the list:
Letters – A = Wee1 degr inh; B = hK5 inh; C = Furin inh; D = p97 inhibitor; E = FXIIa inh 1536; F = PERK inh; G = FXIa inh; H = KCC2 mod; I = thrombin 1536
NS(=O)(=O)c1ccc(NC(=O)/C=C/c2ccc3c(c2)OCO3)cc1
  A = -2	B = 3	C = -20	D = 1	E = 9	F = -0.2	G = -2	H = 3.2	I = -11
CCOC(=O)N1CCC(NC(=O)CCC(=O)N2CCOc3ccc(Cl)cc32)CC1
  A = 1	B = 1	C = -21	D = 2	E = 4	F = 0.3	G = -3	H = 0.12	I = -9
Cc1ccc(CSc2nnc(Nc3ccc(C)cc3)s2)cc1
  A = 2	B = 9	C = -22[20 µM]	D = 1	E = 7	F = 0.0	G = 9	H = -0.098	I = 2
Cc1cc(NC(=O)CN2C(=O)NC3(CCCCC3C)C2=O)no1 (stereo unspecified)
  A = 0	B = -14	C = -5	D = -3	E = 5	F = 0.0	G = -6	H = 0.18	I = -2
COc1ccc(/C=C2\SC(=O)N(CCNC(=O)CCS(=O)(=O)c3ccc(C)cc3)C2=O)cc1
  A = -1	B = -10	C = -7	D = 5	E = 9	F = 0.4	G = 3	H = -1.7	I = -15
O=C(CC(c1ccccc1)c1ccccc1O)NCc1ccccc1Cl (stereo unspecified)
  A = -1	B = -26	C = 0	D = -3	E = 6	F = -0.7	G = -5	H = -0.7	I = -8
COC(=O)c1c(C(=O)OC)c(C)n(Cc2ccco2)c1C
  A = 1	B = 16	C = -17[20 µM]	D = -1	E = 9	F = 0.2	G = -17	H = nt	I = 2
